T cell modulator = modulators of CD8 T cell-vesicle binding, primary screen, mouse 2C CD8+ T cells, flow cytometry; AID 2052, 2009; actives 0.068% (n = 330,000); calls only at 7 µM; 2C CD8+ T cell-vesicle binding; stronger effect = lower value;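 active = response, share of CD8 T cells binding vesicles, and their 90th percentile fluorescence all below set limits, cut at about 80% in these data, passing the limit was not always enough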
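Assay system – 2C mouse CD8+ T cells · Also added – QL9-loaded Drosophila micro-vesicles · Timing – Cell–vesicle co-incubation 1.5 h at 37 °C, staining 20 min on ice · Signal – flow cytometry of vesicle-bound cells · Measure – percent CD8+ FL2 mean versus row control · Controls – Peptide-free naked vesicles (low) and QL9 vesicles with 0.7% DMSO vehicle (high)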
Large T inhibition = SV40 large T antigen inhibitors, biochemical (AID 1903). SV40 large T antigen ATPase/helicase inhibition assay; higher % means a stronger effect. inhibition, % at 20 µM, or IC50 in µM where a hit was titrated. actives 0.39% (n = 310,000); in the data active = a potency from the dose series; also: strong numbers were not always called active
GPR55 activation = GPR55 agonists via beta-arrestin recruitment, primary screen, imaging, U2OS cells, beta-arrestin-GFP redistribution (AID 1961). U2OS GPR55 beta-arrestin-GFP redistribution imaging; higher % means a stronger effect. activation, % at 10 µM, or EC50 in µM where a hit was titrated. actives 0.048% (n = 290,000);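 active = activation above 40% with more than 50 cells counted in the well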;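 also: U2OS osteosarcoma cells stably expressing GPR55 and beta-arrestin-GFP; plate controls were DMSO negative control for no effect and LPI positive control for full effect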
GPR35 antagonists = GPR35 antagonists blocking zaprinast-driven arrestin recruitment, primary screen, imaging, U2OS, beta-arrestin-GFP, zaprinast agonist (AID 2058). G-protein coupled receptor 35 (Homo sapiens). U2OS GPR35 beta-arrestin-GFP translocation imaging, zaprinast antagonism; higher % means a stronger effect. inhibition, % at 10 µM; hits with a dose series show IC50 in µM. actives 0.052% (n = 290,000);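 active = inhibition of at least 50% with at least 30 cells and total cytoplasm GFP at most 10,000,000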
LYP inhibition = inhibitors of LYP phosphatase, biochemical, fluorescence intensity, uHTS (AID 1779); Tyrosine-protein phosphatase non-receptor type 22 (Homo sapiens); recombinant LYP phosphatase, fluorescence intensity; higher % means a stronger effect; one-dose inhibition, % at 11.5 µM; IC50 in µM for titrated hits; actives 0.054% (n = 290,000); in the data active = inhibition above about 50%;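 also: plate controls were vehicle with enzyme for no effect and no enzyme for full effect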
GPR55 LPI antagonism = GPR55 antagonists blocking LPI-driven arrestin recruitment, primary screen, imaging, U2OS, beta-arrestin-GFP, LPI agonist (AID 2013). actives 0.13% (n = 290,000). U2OS GPR55 beta-arrestin-GFP translocation imaging, LPI antagonism; higher % means a stronger effect. one-dose inhibition, % at 10 µM; IC50 in µM for titrated hits;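 active = spots per cell inhibited over 60%, with over 100 cells counted and total cytoplasm intensity under 500,000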;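 also: U2OS cells stably carrying GPR55 and arrestin-GFP stimulated by 5 µM LPI near EC80; imaged beta-arrestin-GFP aggregate spots per cell after agonist stimulation; plate controls were LPI-stimulated DMSO wells for no effect and DMSO wells without LPI for full effect; some results filed as inactive read as strong as hits; confirmed hits need IC50 under 10 µM and bright autofluorescent wells are also inconclusive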
NTR1 ag = agonists of NTR1, primary screen, imaging, U2OS cells, beta-arrestin-GFP, high content (AID 493036); Neurotensin receptor type 1 (Homo sapiens), P30989; NTR1-U2OS beta-arrestin-GFP spot imaging, agonist mode; activation, % at 20 µM; actives 0.17% (n = 330,000);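 active = activation at or above 40% of the spot to cytoplasm intensity ratio, with at least 20 cells analyzed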;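 also: 0% = DMSO without peptide and 100% = 100 nM NTR1 peptide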
Target sequence (P30989 whole entry, looked up): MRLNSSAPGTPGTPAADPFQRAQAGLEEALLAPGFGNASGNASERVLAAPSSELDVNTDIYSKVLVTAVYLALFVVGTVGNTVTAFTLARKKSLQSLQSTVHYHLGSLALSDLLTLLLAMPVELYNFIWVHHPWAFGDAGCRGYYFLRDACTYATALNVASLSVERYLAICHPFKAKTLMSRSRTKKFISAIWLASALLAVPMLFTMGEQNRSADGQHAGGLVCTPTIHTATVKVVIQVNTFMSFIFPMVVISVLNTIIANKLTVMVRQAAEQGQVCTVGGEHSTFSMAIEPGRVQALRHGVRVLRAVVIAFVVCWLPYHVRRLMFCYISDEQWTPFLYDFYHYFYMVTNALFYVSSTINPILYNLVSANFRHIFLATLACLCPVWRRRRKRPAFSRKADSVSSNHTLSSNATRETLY
Lipid droplet = inhibitors of hepatocyte lipid droplet formation, primary screen, imaging, high-throughput imaging, BODIPY stain. AML12 mouse hepatocytes, oleate lipid droplets. inhibition, % at 6.5 µM. actives 0.4% (n = 240,000). AID 1656, 2009;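 active = lipid droplet intensity inhibited by at least 50%, with more than 500 cells counted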
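Technique: fluorescence imaging, 20x objective, two fields per well / Assay system: AML12 hepatocytes (mouse) / Measure: % inhibition of lipid droplet signal / Doses: 6.5 µM single-point dosing / Incubation: overnight exposure / Reagent: 100 µM oleic acid challenge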
Rac1 GTP hydrolysis = MgcRacGAP GTPase-activating activity inhibitors, confirmation, biochemical, ADP Hunter fluorescence | inhibition, % at 30 µM, or IC50 in µM where a hit was titrated | MgcRacGAP-stimulated Rac1 GTP hydrolysis, ADP Hunter fluorescence; higher % means a stronger effect; GST-tagged Rac1 F28L mutant substrate | AID 624330, 2012 | actives 0.6% (n = 340,000);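 active = first-screen hits whose inhibition reached a set limit at any dose in the follow-up dose series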;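 also: fluorescence reports GDP produced by GAP-driven GTP hydrolysis; strong numbers were not always called active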
Lipid droplet cells 6.5 µM = recorded beside Lipid droplet, whose call it bears; cell count; measured here: cell count, cytotoxicity flag;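 cells counted across two imaged fields per well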
T cell modulator vesicle-bound % = recorded beside T cell modulator, whose call it bears; double positive events, %; measured here: CD8+ vesicle-bound cell fraction;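 binding gate set so that unloaded-vesicle control wells show 10% double positive cells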
NTR1 ag cell count 20 µM = second read-out of NTR1 ag, no call of its own (marks repeat the call); cell count; measured here: cell count, cytotoxicity flag
The depositor's hits bear a star; i = inactive; . = no result given; & = joins results of further samples.

SMILES	T cell modulator	T cell modulator vesicle-bound %	Large T inhibition	GPR55 activation	GPR35 antagonists	LYP inhibition	GPR55 LPI antagonism	NTR1 ag	NTR1 ag cell count 20 µM	Lipid droplet	Lipid droplet cells 6.5 µM	Rac1 GTP hydrolysis
CC(=O)NCc1ccc2[nH]c(C)cc2c1	i	36	20%	-0.3%	-9%	5%	0%	-0.2	82	0	577	3%
CN(C)C1N(C(=O)c2ccccc2)N=C2c3ccccc3S(=O)(=O)N21 (stereo not given)	i	49	.	0.2%	2%	-7%	-5%	0.9	83	0	709	6%
CCOc1cc(C(=O)N2CCC3(CC2)NCCc2[nH]cnc23)cc(OCC)c1OCC	i	24	8%	-0.2%	-4%	-3%	2%	0.2	65	0	715	3%
O=C(Nc1cccc(S(=O)(=O)N2CCOCC2)c1)C1=NN(c2ccccc2)C(=O)CC1	i	7	1%	-0.2%	4%	-8%	2%	2.6	56	7	762	9%
O=C(Nc1ccc2c(c1)S(=O)(=O)N=C1CCCCCN12)c1ccccc1Cl	i	49	0%	0.2%	0%	-4%	10%	1.5	32	7	712	1%
O=C(NCc1cccs1)c1ccccc1C(=O)NCc1cccs1	i	17	-2%	-0.4%	-4%	1%	7%	-1.2	83	-8	632	-13%
CC(c1ccco1)N(C(=O)c1ccc(C(F)(F)F)cc1)c1ccccn1 (stereo not given)	i	52	9%	-0.4%	14%	1%	-4%	-0.9	61	-13	692	5%
O=C(Nc1ccnn1C1CCN(Cc2ccc(O)c(Cl)c2)CC1)C1CCCC1	i	32	14%	-0.1%	-1%	-10%	10%	2.6	50	-1	821	9%
CC1CCN(S(=O)(=O)c2ccc3c(c2)CC(C)N3C(=O)C2CCC2)CC1 (stereo not given)	i	19	2%	0.1%	9%	-5%	5%	0.0	74	-10	723	10%
CCOC(=O)C1=C(C)N(CCCCCC(=O)O)C(=O)NC1c1ccccc1OC(=O)c1cccs1 (stereo not given)	i	46	-1%	-0.1%	-6%	1%	4%	-3.5	55	16	711	.
CCCC(=O)Nc1ccc2c(c1)c1ccccc1n2CC	i	31	14%	-0.8%	-8%	-10%	-1%	2.4	54	4	637	11%
O=C(Cn1cnc2c(nnn2Cc2ccc(Cl)cc2)c1=O)NC1CCCC1	i	8	-1%	-0.1%	-3%	-3%	13%	0.3	56	.	.	7%
COCCCNC(=O)CSc1nc2cc(C(=O)NCCOC)ccc2c(=O)n1Cc1ccc2c(c1)OCO2	i	55	4%	0.0%	8%	-4%	-7%	0.6	85	12	824	6%
CCOC(=O)c1[nH]c(C)c(C(=O)NCc2ccco2)c1C	i	39	4%	-0.4%	2%	-3%	-8%	0.7	56	-4	660	4%
O=C(CCN1CCOCC1)NC12CC3CC(CC(C3)C1)C2	i	24	3%	-0.2%	-4%	-8%	3%	-0.1	89	0	843	9%
O=C(NCc1cccs1)C1CCN(S(=O)(=O)c2cccc3cccnc23)CC1	i	50	3%	-0.2%	-1%	-8%	-4%	-2.9	68	.	.	-5%
COc1cccc(NC(=O)Nc2c(C)n(C)n(-c3ccccc3)c2=O)c1	i	33	10%	-0.1%	1%	-5%	6%	0.2	85	-8	721	5%
CCCCNC(=O)C(C#N)c1nc2ccccc2nc1N1CCCC1 (stereo not given)	.	.	9%	-0.1%	-8%	-3%	0%	.	.	2	667	.
COC(=O)C1CCN(C(=O)CSc2ccccc2)CC1	i	38	8%	-0.3%	.	-8%	-7%	-1.0	40	16	649	1%
O=C1c2ccccc2C(=O)N1Nc1ccccc1	i	50	6%	-0.1%	14%	3%	13%	-1.2	73	.	.	-2%
NC(=O)C1=C[C@H](c2coc3ccccc3c2=O)C[C@H](OCCCCO)O1	i	39	8%	0.1%	-14%	-8%	7%	-0.3	70	4	740	9%
Cc1cc(C(=O)N/N=C2\CC(=O)c3ccccc32)c(C)n1-c1ccccc1	i	39	3%	-0.1%	-12%	0%	16%	1.1	72	4	742	9%
CCOc1nc(Nc2ccc([N+](=O)[O-])cc2)nc(NC(C)(C)C)n1	i	11	14%	-0.2%	-14%	2%	6%	28	63	14	658	5%
Cc1nn(C)c(C)c1CN(C)S(=O)(=O)c1ccc2ccccc2c1	i	42	11%	0.0%	-16%	-8%	-12%	2.5	63	-26	623	4%
COc1ccc(NC(=O)Nc2cc(C(=O)O)ccc2N2CC3CC(C2)c2cccc(=O)n2C3)c(OC)c1 (stereo not given)	i	23	6%	2.4%	20%	-6%	-7%	1.3	60	24	847	9%
COc1ccc(NC(=O)CCc2ccccc2)cc1NC(=O)c1ccco1	i	18	3%	0.0%	-8%	1%	-5%	-0.3	82	-7	757	8%
COc1cccc(N/C=C/C(=O)c2ccc(OC)c(OC)c2)c1	i	44	16%	0.2%	2%	-9%	-1%	0.7	62	-2	858	-4%
COc1cc(/C=N/NC(N)=O)ccc1OC(=O)c1cccs1	i	20	11%	-0.1%	-12%	2%	0%	0.9	58	-5	663	9%
CCCCCOc1ccc(C(=O)CCC(=O)Nc2ccc(NC(C)=O)cc2)cc1	i	50	4%	0.0%	-12%	-6%	-12%	-1.3	80	-30	833	6%
NC(=O)c1cc(S(=O)(=O)NCCc2ccccc2)cs1	i	9	3%	0.2%	-7%	-14%	-1%	-0.5	98	0	717	9%
Cc1c(/C=N\NC(=O)C2(C)CC2(Cl)Cl)cnn1C (stereo not given)	i	43	10%	1.0%	-11%	-2%	4%	-1.0	59	-3	726	2%
Cc1cccc(-c2n[nH]c(=S)n2-c2ccccc2)c1[N+](=O)[O-]	i	34	22%	-0.4%	-8%	-4%	2%	-0.6	49	-5	696	-4%
Cc1ccc(SCCC(=O)OCC(=O)Nc2ncc(Cl)cc2Cl)cc1	i	31	1%	-0.1%	-1%	-2%	-3%	0.8	67	.	.	6%
Cc1cc(C)c(NC(=O)C2c3ccccc3Oc3ccccc32)c(C)c1	i	18	2%	0.4%	-16%	-3%	8%	-3.6	76	-6	739	8%
c1ccc2sc(Sc3ncnc4sccc34)nc2c1	i	59	0%	0.0%	6%	-2%	5%	0.8	81	9	605	10%
O=C(NCCc1ccccc1F)C1CCC(=O)N(Cc2ccccc2F)C1 (stereo not given)	i	30	8%	-0.1%	1%	-3%	7%	-0.2	67	4	716	3%
CSc1nnc(-c2ccc([N+](=O)[O-])cc2)o1	i	62	4%	-0.1%	8%	-3%	9%	1.5	63	-1	699	7%
Cc1ccc(S(=O)(=O)NCC(=O)N(CC(=O)NCC2CCCO2)Cc2ccco2)cc1 (stereo not given)	i	47	12%	0.1%	10%	-5%	-1%	-0.1	62	3	753	5%
CC(Sc1cnc2ccccc2n1)C(=O)O (stereo not given)	i	43	9%	0.3%	16%	-4%	5%	0.3	62	9	853	7%
COc1ccc(S(=O)(=O)N2CCCCCC2)cc1C(=O)N(CC(C)C)C1CCS(=O)(=O)C1 (stereo not given)	i	51	18%	.	.	.	.	1.3	71	.	.	4%
COCCCNC(=S)Nc1c(C)cc(C)cc1C	i	40	6%	0.2%	-1%	-3%	-3%	0.3	44	8	730	3%
O=C(Cn1c2ccccc2c2nc3n(c(=O)c21)CCS3)Nc1ccccc1	i	32	9%	0.1%	-3%	-10%	10%	0.2	54	11	724	6%
O=C(Nc1cc(S(=O)(=O)N2CCOCC2)ccc1N1CCOCC1)c1cc2c(s1)CCC2	i	28	-4%	6.4µM*	8%	1%	6%	0.6	67	14	778	5%
COc1ccc(N(C(C)C(=O)N/N=C/c2cc(Br)c(C)o2)S(C)(=O)=O)cc1 (stereo not given)	i	59	9%	-0.1%	-5%	3%	16%	0.1	87	3	652	10%
O=C(CCCCCn1c(=O)[nH]c2ccsc2c1=O)N1CCCCC1	i	23	8%	0.1%	-8%	2%	8%	0.4	83	-15	736	3%
CCN(c1ccccc1)S(=O)(=O)c1ccc(Cl)c(NC(=O)COC(=O)c2cccc(OC)c2O)c1	i	25	-2%	0.7%	-1%	3%	16%	3.0	46	-21	674	7%
CCN(CC)CCNC(=O)CCc1c(C)nc2c(c(C)nn2-c2ccc(C)cc2)c1C	i	37	3%	-0.3%	21%	-2%	-6%	-2.1	52	0	863	6%
COc1cc(S(=O)(=O)Nc2cccc(C)c2)ccc1NC(=O)c1ccncc1	i	45	10%	0.1%	6%	-25%	-8%	1.6	38	14	672	2%
CCn1c(O)c(/C=C2\C=NN=C2c2ccc(C)cc2)sc1=S	i	47	7%	0.2%	1%	8%	-2%	1.6	49	2	559	10%
COc1ccc(-c2nc(Cn3c(SCc4cccc(F)c4)nc4ccncc43)c(C)o2)cc1OC	i	12	9%&13%	-0.3%	-11%	0%	-10%	1.4	88	-17	555	2%
CCN1CCN(S(=O)(=O)c2ccc(Cl)c(C(=O)NC3CCCCC3)c2)CC1	i	25	9%	.	.	.	.	-0.7	61	.	.	3%
CCCCN=C1NN=C(c2cc3ccccc3o2)CS1	i	31	28%	-0.1%	-15%	6%	-6%	0.3	65	4	696	19%
O=C1c2cnc3nc(SCc4cccc(Cl)c4)nn3c2CC2c3ccccc3CCN12 (stereo not given)	i	2	0%	0.2%	-12%	10%	-6%	14	107	.	.	2%
Cc1ccc([N+](=O)[O-])cc1S(=O)(=O)N1CCCN(C)CC1	i	20	-2%	-0.1%	-5%	-8%	7%	-1.5	72	-13	809	7%

Screening data as filed in PubChem.
